HBB splice mod – qHTS Assay for Modulators of Hemoglobin Beta Chain Splicing | HBB splicing reporter cell assay, activation; EGFP reporter with mutant IVS2-654 intron; response scale: normalised to 500 nM splice-correcting PNA | AID 925, 2007 | 65,000 tested, 0.06% active | Potency, µM (series often up to 46.1 µM), inactives show top-dose activation, hits mostly activators; also: potency is read from the fitted curve at half-maximal effect; 0% is about no effect
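HeLa cells stably expressing EGFP interrupted by mutant beta-globin intron 2 (IVS2-654), 500/well in 2% FCS. Treated with compound for 2 days at 37C. Splicing correction scored as total well GFP intensity (488 nm excitation, 500-520 nm emission); 500 nM antisense PNA served as control.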
DNA Pol III inh – qHTS Assay for Inhibitors of DNA Polymerase III Holoenzyme System; Potency, µM (top dose mostly 57.1 µM), for inactives: top-dose activity change, negative = inhibition; reconstituted DNA polymerase III holoenzyme replication, biochemical; 71,000 tested, 0.25% active; also: potency is read from the fitted curve at half-maximal effect; % is scaled to controls: 0 for no effect and ±100 for the full control effect
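Reconstituted *E. coli* holoenzyme (0.35 nM Pol III, 1 nM beta, 154 nM SSB, 2 nM primase) was preincubated with compound for 15 min at RT. Synthesis on 1.4 nM ssM13Gori ran 35 min, then was stopped with PicoGreen/EDTA and read as dsDNA fluorescence.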
Epigenetic mod – qHTS Assay for Epigenetic Modulators; mouse C127i GFP locus derepression, cytometry, 30 h; 68,000 tested, 0.09% active; Potency, µM (top dose mostly 46.1 µM), for inactives: at the top dose GFP derepression (activation); AID 597, 2007; also: % of control where 0% means no effect
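Locus derepression in mouse mammary C127i cells whose integrated CMV-GFP reporter is normally silent; GFP expression after 30 h compound treatment was quantified by counting fluorescent cells.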
HADH2 inhib – qHTS Assay for Inhibitors of HADH2 (Hydroxyacyl-Coenzyme A Dehydrogenase, Type II) | 73,000 tested, 3.4% active | Potency, µM (top dose mostly 57.1 µM), for the others: top-dose activity change, negative = inhibition, actives largely listed as inhibitors | recombinant HADH2, NADH fluorescence, beta-hydroxybutyryl-CoA | 3-hydroxyacyl-CoA dehydrogenase type-2 (Homo sapiens), Q99714 | AID 886, 2007; also: potency is read from the fitted curve at half-maximal effect; % is scaled to controls: 0 for no effect and ±100 for the full control effect; nearly all actives have a fitted effect of over 60% in size; many of its hits are not listed in these tables
Target sequence (Q99714 whole entry, looked up, one chain of several): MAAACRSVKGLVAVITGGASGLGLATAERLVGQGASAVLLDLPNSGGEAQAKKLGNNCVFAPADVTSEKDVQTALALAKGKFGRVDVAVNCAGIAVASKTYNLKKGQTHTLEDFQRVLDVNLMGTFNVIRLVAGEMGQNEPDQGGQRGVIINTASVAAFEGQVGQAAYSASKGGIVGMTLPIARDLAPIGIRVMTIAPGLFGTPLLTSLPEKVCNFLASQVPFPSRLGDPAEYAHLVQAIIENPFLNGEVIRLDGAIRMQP
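20 nM HADH2 + cpd, 15 min RT; add 1 mM NAD+/90 uM beta-hydroxybutyryl-CoA; kinetic fluorescence 360/450 nm, 4 min. Tris-HCl pH 9.0, 0.01% Tween-20.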
15-hLO inh – qHTS Assay for Inhibitors of 15-hLO (15-human lipoxygenase) | Polyunsaturated fatty acid lipoxygenase ALOX15 (Homo sapiens), P16050 | purified 15hLO-1, xylenol orange hydroperoxide absorbance | Potency, µM (titrated, usually from 57.1 µM), for inactives: top-dose activity change, negative = inhibition, most hits filed as inhibitors | 74,000 tested, 1.4% active | AID 887, 2007; also: potency is read from the fitted curve at half-maximal effect; % is scaled to controls: 0 for no effect and ±100 for the full control effect; nearly all actives have a fitted effect of over 55% in size
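Purified human 15hLO-1 (40 nM final) in 25 mM Hepes pH 7.5, 0.01% Triton X-100 was preincubated with compound 15 min at room temperature, then reacted 6 min with 50 uM arachidonic acid; hydroperoxide detected by Fe-XO, 573/405 nm absorbance ratio.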
FLuc inh – qHTS Assay for Inhibitors of Firefly Luciferase | 72,000 tested, 2.2% active | AID 411, 2009 | purified firefly luciferase, luminescence, 8 min | Potency, µM (highest dose often 57.1 µM), inactives show at the top dose activity change, negative = inhibition, usual class: inhibitors | Luciferin 4-monooxygenase (Photinus pyralis), P08659; also: potency is read from the fitted curve at half-maximal effect; % is scaled to controls: 0 for no effect and ±100 for the full control effect; nearly all actives have a fitted effect of over 40% in size
Target sequence (P08659 whole entry, looked up): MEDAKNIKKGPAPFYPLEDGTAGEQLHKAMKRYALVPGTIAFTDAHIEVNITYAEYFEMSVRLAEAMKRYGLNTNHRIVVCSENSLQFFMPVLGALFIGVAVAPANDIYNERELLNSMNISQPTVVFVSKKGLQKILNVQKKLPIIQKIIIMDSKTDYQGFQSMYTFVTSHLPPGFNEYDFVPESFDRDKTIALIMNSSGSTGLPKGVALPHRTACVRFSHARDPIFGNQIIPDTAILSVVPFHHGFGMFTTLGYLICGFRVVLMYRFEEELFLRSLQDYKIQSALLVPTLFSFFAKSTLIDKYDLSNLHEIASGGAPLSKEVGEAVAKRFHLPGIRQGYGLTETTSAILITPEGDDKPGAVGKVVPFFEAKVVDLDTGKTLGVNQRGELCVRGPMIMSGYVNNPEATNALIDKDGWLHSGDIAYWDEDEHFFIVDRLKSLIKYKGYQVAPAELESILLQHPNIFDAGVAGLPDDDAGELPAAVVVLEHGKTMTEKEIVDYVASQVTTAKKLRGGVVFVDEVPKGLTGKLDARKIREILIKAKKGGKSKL
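Here, luciferase activity is measured as luminescence following an 8 min room-temperature reaction at 10 uM ATP, pH 7.2. Every library sample is titrated.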
ERK AVP block – qHTS Assay for Inhibitors of the ERK Signaling Pathway using a Homogeneous Screening Assay. HEK293-V1b, vasopressin-stimulated pERK AlphaScreen. Potency, µM (top dose mostly 57.5 µM), inactives show at the top dose activity, negative = inhibition, most hits filed as inhibitors. 72,000 tested, 0.99% active. AID 995, 2007; also: potency is read from the fitted curve at half-maximal effect; % is scaled to controls: 0 for no effect and ±100 for the full control effect; nearly all actives have a fitted effect of over 55% in size
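V1b-HEK293 cells; cpd 30 min 37C; 25 nM vasopressin 5 min; lyse 10 min; AlphaScreen beads 5 hr RT. Normalized to DMSO basal and 25 nM vasopressin; AC50 by Hill fit.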
Ub-GFP proteasome – Ubiquitin-GFP Assay. 67,000 tested, under 10 active. Potency, µM (doses to about 45.9 µM), for inactives: at the highest dose activation (GFP accumulation), usual class: activators. Ubiquitin-GFP reporter cells, proteasome inhibition, GFP fluorescence; response scale: untreated = 0%, 10 µM MG-132 = 100%. AID 526, 2006; active = well fitted activation curve with a large enough effect, not every such curve was filed as active; inconclusive = small, poorly fitted or top-dose-only effect, or another doubt; inactive = no such curve, though single readings can be large or run the other way; also: potency is read from the fitted curve at half-maximal effect
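GFP accumulation read-out: laser plate cytometry counting ubiquitin(G76V)-GFP-expressing U2OS cells after 4 hr compound exposure at 37 °C. Titrations spanned 46 uM to 2.9 nM; 0% = basal, 100% = 10 uM MG-132; concentration-response curves fitted.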
CRE-bla Fsk – Cell signaling CRE-BLA (Fsk stim); CHO CRE-bla reporter (cAMP response element driving beta-lactamase), forskolin EC10, beta-lactamase ratio; Potency, µM (top dose mostly 38.2 µM), without a hit: top-dose activity change, negative = inhibition, usual class: activators; 71,000 tested, 2.5% active; AID 662, 2007; active = well fitted activation curve with a large enough effect in the signal ratio, with a control signal flat, not every such curve was filed as active; inconclusive = small, poorly fitted or top-dose-only effect, or effect the other way, or a change in a side signal; the % refers to the signal ratio; also: potency is read from the fitted curve at half-maximal effect; % of control where 0% means no effect
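CHO CRE-bla cells, overnight plating in Opti-MEM with 0.5% dialyzed FBS; cpd titration + EC10 NKH 477, 3 h 37 °C; CCF4 2 h RT; ex 405/em 460 vs 530 ratio → %Activity, AC50.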
Tau fil binding – qHTS Assay for Tau Filament Binding; recombinant tau filaments, thioflavin S fluorescence, 15 h; filaments grown with octadecylsulfate alongside compound; Microtubule-associated protein tau (Homo sapiens), P10636; Potency, µM (doses to about 57.1 µM), without a hit: at the highest dose activity change, negative = inhibition; 71,000 tested, 2% active;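 also: potency is read from the fitted curve at half-maximal effect; % is scaled to controls: 0 for no effect and ±100 for the full control effect; actives lower thioflavin S fluorescence by blocking filaments or displacing dye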
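Recombinant tau protein (human, 1 uM final) plus 30 uM ODS in HEPES pH 7.4 with NaCl, DTT and thioflavine S. Compound present from the start; fluorescence at 510 nm after 15 h, 37 C.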
Hsp90 Hop PPI – qHTS Assay for Disrupters of an Hsp90 Co-Chaperone Interaction | AlphaScreen TPR2A-His6 binding biotin-Hsp90 C-terminal peptide | Potency, µM (top dose mostly 57 µM), without a hit: at the highest dose activity change, negative = inhibition | 71,000 tested, 0.44% active; active = well fitted curve in either direction with a large enough effect; inconclusive = small, poorly fitted or top-dose-only effect, or another doubt; also: potency is read from the fitted curve at half-maximal effect; % is scaled to controls: 0 for no effect and ±100 for the full control effect; many of its hits are not listed in these tables
Numbers without * were called inactive; ? = inconclusive; . = not tested or not shown; [ ] = dose if it differs, or a comment. Unless noted, calls follow the shape of the dose curve; as a rule, active = well fitted curve in the direction sought with a large enough effect; inconclusive = small, poorly fitted or top-dose-only effect, or another doubt; inactive = no such curve, though single readings can be large; an effect the other way counts as inactive or inconclusive.

SMILES	HBB splice mod	DNA Pol III inh	Epigenetic mod	HADH2 inhib	15-hLO inh	FLuc inh	ERK AVP block	Ub-GFP proteasome	CRE-bla Fsk	Tau fil binding	Hsp90 Hop PPI
CC(=O)Nc1ccc(-c2nc3c(C)cccc3[nH]2)cc1	-1.8%	-6%	-2%	32µM*	-13%	3.2µM*	-4%	4%	?	2%	-1%
O=c1cc(N2CCN(c3ccccc3)CC2)[nH]c(=O)n1Cc1ccc(F)cc1	-1.1%	-4%	.	-3%	-10%	1%	.	-7%	-2%	45%	-3%
O=C1C2ON(c3ccccc3)C(c3ccccc3F)C2C(=O)N1c1ccccc1 (centres undefined)	2.0%[0.369 µM]	-2%	0%	0%	-10%	1%	?	.	-14%	0%	-2%
c1ccc2c(c1)[nH]c1nc(SCCN3CCOCC3)nnc12	-1.3%	-1%	0%	-26%	-23%	-12%	?	3%	?	-19%	-3%
O=C(NCCc1ccccn1)C1CCCN(S(=O)(=O)Cc2ccccc2)C1 (centres undefined)	.	-8%	-1%	0%	10%	3%	8%	6%	1%	6%	3%
CCOC(=O)Cc1nnc(NC(=O)CSc2ccccc2)s1	-0.2%[57.5 µM]	9%	2%	?	-11%	2%	-2%	0%	?	-13%	1%
Cc1cc(C)n(-c2cc(C)c(C)cc2Br)n1	-0.3%	-5%	0%	-6%	7%	2%	5%	7%	?	-7%	1%
O=C(CC(C(=O)O)C1CCCO1)NCc1ccccc1 (centres undefined)	1.6%	5%	19%	-7%	5%	2%	-14%	13%	4%	-6%	-1%
CCOC(=O)c1cnc(SCc2ccccc2)nc1N	-0.6%	-4%	-6%	-6%	-8%	16µM*	-19%	-4%	15%	1%	12%
O=C(CN1C(=O)C2C3C=CC(C3)C2C1=O)NCCc1ccccc1Cl (centres undefined)	-1.3%	-10%	4%	3%	2%	0%	-2%	-3%	-1%	4%	-2%
CCOC(=O)c1oc2ccccc2c1CN1CCN(c2ccccc2)CC1	3.1%	5%	-3%	3%	-5%	3%	-28%	2%	0%	-7%	2%
CS(=O)(=O)N(CC(=O)O)c1cc(Cl)cc(Cl)c1	-0.5%	-4%	3%	3%	6%	3%	-21%	-1%	-4%	-14%	0%
CCCCOC(=O)c1cccc(NC(=O)CCC(=O)O)c1	0.4%[9.22 µM]	2%	6%	-1%	-8%	-1%	0%	-10%	0%	-8%	2%
C=C(Br)Cn1c(CC(C)C)nc2ccccc21	0.5%	-3%	2%	11%	2%	-1%	13%	-1%	8%	-17%	?
COC(=O)n1c(=O)oc2ccccc21	-2.5%	-2%	-2%	-1%	7%	1%	-2%	-3%	-8%	-18%	-4%
CN1/C(=C\C(=O)COC(=O)Cn2nnc(-c3ccccc3)n2)C(C)(C)c2ccccc21	-0.2%	5%	-1%	-6%	-18%	1%	-11%	0%	?	?	2%
CCOc1ccc2c(c1)c1nnc(SCC(=O)N3CCCCC3C)nc1n2C (centres undefined)	-1.3%	1%	0%	4%	-2%	-1%	-11%	0%	?	-11%	-6%
COc1ccccc1C(=O)N1CCC(C(=O)c2ccc(F)cc2)CC1	-2.6%	-9%	3%	-2%	-10%	0%	-11%	1%	-25%	3%	-4%
CC(C)N(Cc1ccccc1)S(=O)(=O)N(C)C	0.0%	0%	3%	5%	6%	0%	6%	3%	-10%	-10%	-1%
CCC(C)(C)n1nnnc1CN1CCSCC1	.	-2%	1%	-9%	5%	-1%	-27%	2%	2%	7%	0%
Cc1cc(Nc2ccc(C)c(F)c2)n2ncnc2n1	-3.2%	-3%	-1%	9%	?	1%	?	-4%	27%	-6%	-4%
CN(CCCNC(=O)Cn1cc2c(n1)CCCC2)C1CCCCC1	1.9%	-12%	-2%	7%	5%	2%	-12%	-3%	-4%	-7%	-2%
O=C(CSc1nnc(Cc2ccccc2)n1-c1ccccc1)N1CCOCC1	-0.1%[57.5 µM]	-4%	-3%	13%	5%	3%	-32%	0%	3%	-4%	0%
O=C(CSc1nnc(-c2ccncc2)n1-c1ccc(F)cc1)NC(=O)NCc1ccco1	-1.3%	-3%	2%	2%	-23%	-2%	13%	3%	?	10%	-4%
CCOc1ccccc1NC(=O)CCC(=O)O	3.2%	2%	5%	0%	7%	-1%	-3%	5%	?	-4%	1%

Next section:
SMILES	HBB splice mod	DNA Pol III inh	Epigenetic mod	HADH2 inhib	15-hLO inh	FLuc inh	ERK AVP block	Ub-GFP proteasome	CRE-bla Fsk	Tau fil binding	Hsp90 Hop PPI
Cc1n[nH]c(C)c1-c1nc2ccccc2[nH]1	2.3%	2%	3%	1%	3%	0%	4%	-4%	-11%	6%	-1%
CC(C)=CC1C(C(=O)Nc2ccc(Br)cn2)C1(C)C (centres undefined)	-1.3%	-6%	2%	1%	-5%	-1%	5%	-4%	-5%	-11%	13%
C=C(C)COc1ccc2c(C)c(CC(=O)OC)c(=O)oc2c1C	-0.4%	-9%	6%	?	-4%	16µM*	-26%	-2%	?	28%	8%
CCCCc1ccc(Nc2ncnc3nc[nH]c23)cc1	-1.1%	-16%	.	8%	6%	0%	.	2%	?	-17%	-13%
O=C(O)[C@H]1CCCC[C@@H]1C(=O)Nc1nc2ccccc2[nH]1	1.6%[9.22 µM]	10%[11.4 µM]	0%[9.22 µM]	-1%[11.4 µM]	6%[11.4 µM]	-1%[11.4 µM]	-18%[11.5 µM]	-1%[9.17 µM]	-1%[7.6 µM]	6%[11.4 µM]	1%[11 µM]
COC(=O)NCCOc1cc(C)ccc1C	3.7%	3%	3%	5%	-2%	0%	-10%	-4%	-1%	-6%	0%
O=C(Oc1cc(=O)oc2ccccc12)c1ccco1	1.9%[57.5 µM]	-1%	2%	0%	3%	2%	-3%	-4%	?	-14%	-4%
CCSc1ncc(Cl)c(C(=O)Nc2ccc(S(=O)(=O)Nc3onc(C)c3C)cc2)n1	-0.3%	-2%	0%	?	-15%	1%	-17%	-7%	?	9%	-6%
Cc1ccccc1C(=O)Nc1cccc(N)c1	2.8%	-1%	24%	-3%	-3%	-2%	-19%	-5%	10%	-22%	-9%
CCN1CCN(C(c2cccs2)C(C)NC(=O)C(C)C)CC1 (centres undefined)	0.2%	-6%	.	20%	28%	-2%	.	0%	-1%	8%	-4%
O=C(C1CCN(S(=O)(=O)c2cccc3cccnc23)CC1)N1CCN(c2ccc(Cl)cc2)CC1	-0.7%	4%	2%	4%	?	0%	7.9µM*	15%	-16%	163%	-12%
O=C1CCc2cc(S(=O)(=O)NC(Cc3ccccc3)C(=O)NCC3CCCO3)ccc2N1 (centres undefined)	0.1%	-4%	.	8%	-12%	-3%	-13%	-3%	-4%	-9%	-4%[2.3 µM]
CS(=O)(=O)Nc1ccc(C(=O)N2CCCCC2)cc1	0.6%	-6%	3%	-2%	2%	4%	-20%	4%	-9%	11%	-1%
Cc1cccc(OCCCC(=O)Nc2nccs2)c1	2.2%[57.5 µM]	0%	2%	-8%	10%	1%	-22%	6%	-4%	3%	0%

Three compounds from above, ordered by formula weight, high to low:
SMILES	HBB splice mod	DNA Pol III inh	Epigenetic mod	HADH2 inhib	15-hLO inh	FLuc inh	ERK AVP block	Ub-GFP proteasome	CRE-bla Fsk	Tau fil binding	Hsp90 Hop PPI
CCSc1ncc(Cl)c(C(=O)Nc2ccc(S(=O)(=O)Nc3onc(C)c3C)cc2)n1	-0.3%	-2%	0%	?	-15%	1%	-17%	-7%	?	9%	-6%
C=C(C)COc1ccc2c(C)c(CC(=O)OC)c(=O)oc2c1C	-0.4%	-9%	6%	?	-4%	16µM*	-26%	-2%	?	28%	8%
COC(=O)NCCOc1cc(C)ccc1C	3.7%	3%	3%	5%	-2%	0%	-10%	-4%	-1%	-6%	0%

Bioassay records from PubChem BioAssay.

Only part of the results is shown (hit frequency here may not be typical).
